Bcl-xL primary = Bcl-xL (human) inhibition. Q07817. GST-Bcl-xL / FITC-Bim BH3 peptide fluorescence polarization. inhibition, % at 10.9 µM. 320,000 compounds, 0.7% hits;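 active = inhibition above the mean of all tested compounds plus 3 SD, cutoff set per campaign, cut at about 30% in these data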;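 also: 0% = DMSO wells and 100% = unlabeled Bim-BH3 peptide competitor; inhibitors lower millipolarization by displacing the labeled peptide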
Target sequence (Q07817 whole entry, looked up): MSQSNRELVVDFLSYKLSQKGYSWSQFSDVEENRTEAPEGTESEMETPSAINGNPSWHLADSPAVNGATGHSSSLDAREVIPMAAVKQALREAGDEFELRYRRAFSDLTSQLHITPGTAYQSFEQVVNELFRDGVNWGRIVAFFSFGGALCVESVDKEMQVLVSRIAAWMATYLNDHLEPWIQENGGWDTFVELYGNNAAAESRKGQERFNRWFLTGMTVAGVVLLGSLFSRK
GRK2 aptamer HTS = human GRK2 inhibition via aptamer displacement. P25098. bead flow cytometry, FAM-aptamer displacement from GRK2. inhibition of aptamer binding, % at 10 µM. 330,000 compounds, 0.59% hits. AID 488847;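 active = inhibition of aptamer binding above 40%, roughly 3 SD of noise, on plates passing a quality check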;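 also: median bead fluorescence of bound FAM aptamer so fluorescent compounds give negative values; no value below 0 was filed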
AGP1-GFP MLPCN = alters AGP1-GFP fluorescence in TOR pathway yeast screen | S. cerevisiae AGP1-GFP multiplex flow cytometry, 3 h; GFP as percent of DMSO wells | GFP response vs DMSO, % at 10 µM | 320,000 compounds, 0.02% hits;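 active = GFP response relative to DMSO above a set limit, near screen average plus 3 SD, cut at about 150% in these data; inconclusive = fewer than 70 cells counted for the yeast strain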;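 also: median GFP channel fluorescence of the gated AGP1 strain per well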
CIT2-GFP yeast = yeast TOR pathway CIT2-GFP modulation. S. cerevisiae CIT2-GFP strain, flow cytometry, 3 h; 100 means same as DMSO wells. 320,000 compounds, 0.065% hits. GFP response vs DMSO, % at 10 µM;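 active = GFP response relative to DMSO above a set limit, near the screen mean plus 3 SD, cut at about 150% in these data; inconclusive = Fewer than 70 cells measured for a yeast strain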;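 also: ratio of well median GFP fluorescence to mean of DMSO wells on the plate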
MEX-5 binding = C. elegans MEX-5 TCR-2 RNA binding activity; AID 1832; activity score (negative = inhibition of binding), % at 10 µM; 300,000 compounds, 0.38% hits; MEX-5/FITC-TCR2 RNA binding, fluorescence polarization; active compounds read low; Q9XUB2;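 active = inhibition past about -25% in most replicates, and total fluorescence under double the plate's negative control median, limit read from the data; inconclusive = replicates evenly split on the limit, or fluorescence at least double controls; inactive = too little inhibition in most replicates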;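 also: 0% = DMSO and -100% = 5 µM competing unlabeled TCR2 RNA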
MCL1 BIM primary = MCL1-BIM-BH3 interaction inhibition (human) | Q07820 | GST-MCL1 / FITC-Bim-BH3 fluorescence polarization | inhibition, % at 10.9 µM | 320,000 compounds, 0.68% hits | AID 2057;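 active = inhibition above the mean inhibition of all tested compounds plus 3 SD, set per campaign, cut at about 40% in these data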;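 also: 0% = DMSO wells and 100% = unlabeled Bim-BH3 peptide control; higher means more loss of mP so more displacement of Bim peptide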
Target sequence (Q07820 whole entry, looked up): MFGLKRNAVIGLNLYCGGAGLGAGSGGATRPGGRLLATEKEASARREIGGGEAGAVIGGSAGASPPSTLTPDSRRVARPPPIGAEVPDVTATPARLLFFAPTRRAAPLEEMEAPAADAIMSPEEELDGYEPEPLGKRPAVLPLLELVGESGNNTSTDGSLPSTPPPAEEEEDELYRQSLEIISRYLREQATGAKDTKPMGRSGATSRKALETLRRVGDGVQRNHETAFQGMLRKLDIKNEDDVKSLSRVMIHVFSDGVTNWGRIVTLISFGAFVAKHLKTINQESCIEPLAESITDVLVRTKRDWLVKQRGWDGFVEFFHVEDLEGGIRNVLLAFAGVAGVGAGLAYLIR
CR mimetic SO = yeast age-related superoxide inhibition as caloric restriction mimetic; 330,000 compounds, 0.18% hits; S. cerevisiae aged cells, superoxide DHE fluorescence; active compounds read low; superoxide response (% of plate mean), % at 10 µM;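 active = superoxide response under a set limit, about three screen SD below normal, cut at about 65% in these data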;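 also: yeast aged for seven days with compound at 30 °C before DHE staining; 100% = average MFI of all compound-treated wells on the plate with controls excluded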
VLA-4 inh = inhibition in a human VLA-4 binding assay; VLA-4 expressing cells, ligand binding flow cytometry; P13612; 330,000 compounds, 0.2% hits; AID 2557; inhibition, % (about 7 µM as worked out from the volumes in the protocol); in the data active = inhibition above about 50%
GLD-1 TGE inh = GLD-1-TGE RNA interaction inhibition (C. elegans); Q17339; purified GLD-1 + fluorescein TGE RNA, fluorescence polarization; inhibition, % at 5.96 µM; 320,000 compounds, 0.44% hits; AID 2280;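 active = percent inhibition above a per-plate cutoff, the plate mean of test compounds plus 3 SD, cut at about 30% in these data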;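 also: 0% = DMSO wells with GLD-1 and probe and 100% = wells lacking GLD-1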
Target sequence (Q17339 whole entry, looked up): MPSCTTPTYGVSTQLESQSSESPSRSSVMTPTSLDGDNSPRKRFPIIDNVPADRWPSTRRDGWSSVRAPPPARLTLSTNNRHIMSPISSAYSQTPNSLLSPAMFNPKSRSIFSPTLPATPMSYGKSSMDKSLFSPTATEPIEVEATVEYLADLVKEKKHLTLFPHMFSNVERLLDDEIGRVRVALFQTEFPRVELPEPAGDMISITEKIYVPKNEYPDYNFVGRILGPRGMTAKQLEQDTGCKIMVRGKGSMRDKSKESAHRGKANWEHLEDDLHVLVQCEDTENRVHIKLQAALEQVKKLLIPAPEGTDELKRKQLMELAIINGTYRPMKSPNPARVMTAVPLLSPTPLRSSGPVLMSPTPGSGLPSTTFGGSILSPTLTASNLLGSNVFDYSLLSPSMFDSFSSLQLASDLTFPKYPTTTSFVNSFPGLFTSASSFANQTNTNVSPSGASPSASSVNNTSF
Starred values were filed as active, the others as inactive; i = inactive; ? = inconclusive; · = not tested or not shown.

No.	structure	GLD-1 TGE inh	Bcl-xL primary	MEX-5 binding	AGP1-GFP MLPCN	CR mimetic SO	GRK2 aptamer HTS	MCL1 BIM primary	VLA-4 inh	CIT2-GFP yeast
1	O=C(CNC(=O)c1ccc(=O)[nH]c1)Nc1ccc(F)c(F)c1	7.9	2.9	-0.3	106.4	99.3	0.0	1.2	-4.9	108.6
2	O=C(Nc1cc(C(F)(F)F)ccc1Cl)c1ccncc1	7.5	-4.4	-1.1	103.4	96.2	4.0	-0.2	-4.8	101.3
3	CC(C)n1c(C(F)(F)F)nc2cc(C(=O)N3CCOCC3)ccc21	-3.2	-5.1	-0.4	99.0	98.3	2.0	-6.7	6.6	101.6
4	Cc1cc2c(=O)n(NC(N)=O)c(C)nc2s1	-0.5	4.0	0.5	103.8	105.7	0.0	12.0	18.6	107.8
5	Cc1[nH][nH]c(=O)c1C(c1cc(Br)ccc1O)c1c(C)[nH][nH]c1=O	5.3	6.8	-8.3	108.2	98.5	1.0	7.4	8.7	110.1
6	O=C(C(c1ccccc1)c1ccccc1)N1CCN(Cc2ccncc2)CC1	6.3	6.2	-1.3	105.3	91.0	0.0	2.7	10.1	98.7
7	Cc1ccc(NC(=O)CSc2nc3[nH]c(=O)cc(O)c3s2)c(Br)c1	-3.3	4.5	·	94.2	76.8	0.0	5.7	6.6	93.8
8	Cc1nnc(SCC(=O)N2CCN(S(=O)(=O)c3ccccc3)CC2)n1Cc1ccccc1	2.0	0.1	0.0	104.9	103.5	1.0	-2.1	8.7	104.2
9	COc1ccc(NC(=O)C23CCC(C)(C(=O)O2)C3(C)C)cc1 (centres undefined)	3.6	4.4	1.0	91.6	103.5	0.0	3.9	2.7	99.1
10	COc1ccc2c(c1)OC[C@H]1[C@H]2N2C(=O)c3cc(OC)c(OC)cc3NC(=O)[C@@]2(C)[C@H]1c1ccccc1	4.5	5.7	·	92.2	105.3	0.0	4.4	2.4	104.0
11	CCN(CC)S(=O)(=O)c1ccc(C(=O)OCCN2C(=O)c3cccc4c(N5CCOCC5)ccc(c34)C2=O)cc1	13.2	23.4	?	102.2	103.6	0.0	13.6	-26.6	117.8
12	CCCCOC(=O)CSC1=C(C#N)C(c2ccccc2OC)C(C#N)C(=O)N1 (centres undefined)	10.1	5.8	-0.7	95.6	110.9	2.0	4.3	17.5	91.4
13	O=C(Nc1cnn(C23CC4CC(CC(C4)C2)C3)c1)c1cnn2c(C(F)(F)F)cc(-c3ccco3)nc12	0.3	5.2	0.7	92.4	95.7	0.0	-2.2	-11.8	93.0
14	Cc1ccccc1C(=O)Nc1ccc2c(C#N)c3nc4ccccc4nc3n2c1	12.7	41.6*	1.8	100.2	124.5	0.0	36.6	-419.6	98.8
15	CNc1ccc(C(=O)c2ccccc2C(=O)O)cc1[N+](=O)[O-]	7.4	1.3	1.8	89.6	95.9	0.0	6.4	5.7	80.2

No.	structure	GLD-1 TGE inh	Bcl-xL primary	MEX-5 binding	AGP1-GFP MLPCN	CR mimetic SO	GRK2 aptamer HTS	MCL1 BIM primary	VLA-4 inh	CIT2-GFP yeast
16	COCCNC(=O)CSc1nc(-c2ccccc2)cs1	3.5	6.3	0.6	104.9	100.1	0.0	9.4	0.3	94.7
17	CCOC(=O)c1cc(C)sc1NC(=O)c1ccc(Cl)s1	5.9	1.0	-0.6	104.4	105.4	0.0	-1.5	4.0	108.0
18	C=CCn1c(NS(=O)(=O)c2ccccc2)c(S(=O)(=O)c2ccc(C)cc2)c2nc3ccccc3nc21	10.0	22.3	0.8	94.8	136.2	6.0	9.7	-6.2	105.9
19	Cc1cc(C)n(-c2nnc3n2N=C(c2c[nH]c4ccccc24)CS3)n1	6.7	6.6	0.0	101.7	105.1	0.0	2.9	7.2	99.1
20	CCCCn1cc(SCC(=O)O)c2ccccc21	3.4	8.1	-3.0	105.0	114.8	3.0	6.4	-10.2	104.2
21	O=C(COC(=O)c1cccs1)NC1CCCC1	3.1	2.6	-1.6	101.6	96.5	0.0	-0.2	9.4	106.3
22	CCn1c(C)nc2cc(C(=O)NNC(=O)Nc3cccc(Cl)c3)ccc21	-3.1	5.7	-0.1	101.9	98.6	0.0	10.2	8.5	99.3
23	O=C(NCC(c1ccco1)N1CCN(c2ccc(F)cc2)CC1)c1ccc2c(c1)OCO2 (centres undefined)	2.4	5.6	2.5	94.6	97.9	3.0	6.7	5.5	94.2
24	CC(=O)c1c(C)[nH]c(C(=O)OCC(=O)N2CC(=O)Nc3ccccc32)c1C	12.9	0.4	1.5	99.2	89.0	0.0	-22.3	-7.6	106.8
25	Cc1ccc2nc(SCC(=O)c3cc(C)n(C)c3C)[nH]c2c1	8.7	2.2	-1.0	92.9	107.7	0.0	1.2	8.6	91.0
26	COc1nc(Nc2ccc([N+](=O)[O-])cc2)nc(NC(C)C)n1	-1.6	6.9	0.0	99.8	102.0	4.0	6.2	12.3	99.2
27	CCCN(C(=O)COC(=O)CCOc1ccc(C)cc1)c1c(N)n(Cc2ccccc2)c(=O)[nH]c1=O	5.4	-3.0	-1.9	104.3	103.7	7.0	-4.6	-4.7	106.4
28	N/C(Cc1ccc(Cl)cc1Cl)=N\OC(=O)c1ccccc1F	5.9	-0.9	0.8	62.2	107.1	5.0	1.2	-8.2	130.2
29	CC(c1ccccc1)n1c(CCCO)nc2ccccc21 (centres undefined)	·	·	-2.0	83.5	112.9	0.0	·	3.8	103.4
30	CNS(=O)(=O)c1cn(CC(=O)NCc2ccc(F)cc2)cc1S(=O)(=O)NC	-2.1	3.1	-0.3	94.7	88.3	0.0	-3.4	11.3	97.1

No.	structure	GLD-1 TGE inh	Bcl-xL primary	MEX-5 binding	AGP1-GFP MLPCN	CR mimetic SO	GRK2 aptamer HTS	MCL1 BIM primary	VLA-4 inh	CIT2-GFP yeast
31	CCOC(=O)NC(C(Cl)(Cl)Cl)S(=O)(=O)c1ccccc1 (centres undefined)	2.9	13.3	-0.4	104.3	103.4	·	8.8	-2.4	96.3
32	Cc1cc(C)cc(-n2cccc2/C=C2/C(=N)N3C(=NC2=O)SN=C3S(C)(=O)=O)c1	-9.0	-3.9	2.6	101.3	66.8	0.0	-2.1	-1.1	121.8
33	CSc1cccc(NC(=O)/C=C/c2ccc(Cl)cc2)c1	-0.1	0.8	0.6	100.4	105.4	3.0	-1.6	8.5	99.0
34	O=C(c1ccc(S(=O)(=O)N2CCOCC2)cc1)N(c1cccc(Cl)c1)C1C=CS(=O)(=O)C1 (centres undefined)	-2.9	2.4	-3.5	111.8	111.8	1.0	5.9	18.6	111.1
35	COc1cc(/C=N/NC(=O)c2ccoc2C)cc(OC)c1OC	-2.7	-6.5	-0.3	100.5	78.8	0.0	-7.3	-2.6	107.9
36	Cc1ccc(C)c(NC(=O)Cc2nc(CCl)cs2)c1	-8.6	4.9	-2.6	102.3	114.2	0.0	-6.2	-8.8	99.8
37	CCOc1ccc(Cc2nc(C)c(CC(=O)N3CCCCC3)c(=O)[nH]2)cc1	8.4	-0.7	0.2	99.3	96.4	0.0	-5.9	-6.2	103.9
38	COc1ccc(OC)c(NC(=O)Nc2ccc3[nH]ccc3c2)c1	12.6	-1.9	0.9	100.6	91.3	1.0	-1.9	14.9	102.1
39	CN1C(=O)C(O)(C2COC(C)(C)CC2=O)c2ccccc21 (centres undefined)	5.5	1.0	2.5	119.7	96.4	2.0	0.6	-9.3	114.4
40	Cc1cccc(OCC(=O)N2CCN(S(C)(=O)=O)CC2)c1	-1.1	5.0	0.5	102.9	94.7	2.0	8.9	3.9	95.5
41	CCCCn1c(SCC(=O)Nc2ccc3c(c2)OCO3)nc2c1c(=O)n(C)c(=O)n2C	4.6	5.1	2.4	99.9	82.6	2.0	6.8	7.0	90.8
42	Cc1ccc(S(=O)(=O)NNc2nnc(C)c(=O)[nH]2)cc1	-32.7	-31.5	-6.8	104.5	107.6	0.0	-34.5	-7.2	96.3
43	CCOc1cc(/C=N/Nc2cc(C)nc3ccc(C)cc23)ccc1O	8.0	1.3	0.8	99.2	97.4	0.0	3.0	-3.1	109.8
44	NC(=O)COc1ccc2cc(-c3ccccc3)c(=O)oc2c1	-3.7	7.8	1.1	106.0	113.4	0.0	0.0	3.0	94.1
45	CCC1CCCCN1C(=O)COc1c(Br)cc(Br)c2cccnc12 (centres undefined)	-6.1	1.8	-1.7	91.4	106.2	3.0	3.8	-8.0	88.8

No.	structure	GLD-1 TGE inh	Bcl-xL primary	MEX-5 binding	AGP1-GFP MLPCN	CR mimetic SO	GRK2 aptamer HTS	MCL1 BIM primary	VLA-4 inh	CIT2-GFP yeast
46	CC(C)OCCCn1c(SCC(=O)N2CCc3ccccc32)nc2ccccc2c1=O	5.2	-3.5	-1.8	?	97.4	5.0	-9.0	-6.0	?
47	COCCN1C(=O)/C(=C/c2ccc(N3CCCC3)cc2C)SC1=S	-67.8	-103.1	1.0	106.1	113.9	0.0	-258.3	i	190.4*
48	CCSCc1nnc(SCC(=O)Nc2cc(F)ccc2C)n1C	2.6	-4.7	0.0	88.8	101.1	0.0	-11.8	2.1	97.6
49	CCc1ccccc1NC(=O)c1ccc(OCc2c(C)noc2C)cc1	5.9	·	·	94.3	125.4	2.0	·	3.4	88.1
50	COc1ccc(NC(=O)c2ccccc2NC(=O)c2ccco2)cc1	6.3	1.8	1.8	99.3	101.5	0.0	0.1	3.8	103.5
51	COc1ccccc1-n1c(C)cc(/C=C2/C(=N)N3C(=NC2=O)SN=C3S(C)(=O)=O)c1C	-2.9	8.1	-1.9	98.5	84.6	0.0	12.6	-13.5	99.3
52	Cc1[nH]nc2c1C1(CCN(C(=O)c3ccccc3)CC1)C(C#N)=C(N)O2	6.1	9.6	·	100.6	100.0	0.0	9.1	20.7	97.5
53	Cc1ccc(-n2c(C)cc(C(=O)CN3CCOCC3)c2C)cc1C	2.3	4.9	3.0	98.2	75.5	1.0	7.5	13.8	75.7
54	Cc1ccc(C(c2nnnn2C2CCCC2)N2CCc3ccccc32)cc1 (centres undefined)	6.2	5.1	2.8	104.8	105.1	0.0	1.0	-8.3	88.4
55	CCOC(=O)/C(C(N)=NCCCO)=C(/O)c1ccccc1	6.8	4.7	0.1	105.1	91.5	0.0	-0.2	-4.8	101.9
56	COc1ccc(N2C(=O)C(CC(=O)Nc3ccccc3)N(Cc3ccc(OC)c(OC)c3)C2=O)cc1 (centres undefined)	3.4	2.1	3.0	94.3	101.0	0.0	1.5	9.2	104.4
57	COC(=O)C1CCN(Cc2cc(=O)oc3cc(OC)ccc23)CC1	1.9	5.5	1.5	103.3	100.4	1.0	5.3	-2.1	106.3
58	COc1ccc(Cc2nnc(CCc3ccccc3)s2)cc1	-13.8	-0.2	-2.4	98.1	105.5	3.0	-5.8	11.2	95.0
59	CCOc1cc(NC(=S)NCC2CCCO2)c(OCC)cc1NC(=O)c1ccccc1F (centres undefined)	3.4	-1.0	1.6	90.8	115.3	2.0	-2.2	-3.4	89.7
60	Cc1ccc(-c2noc(-c3cccs3)n2)cc1	-0.4	-0.2	-0.6	70.5	105.8	1.0	-0.1	2.1	65.7
61	Cc1cnc(NC(=O)CSc2nnc(Cc3ccccc3)n2C)s1	0.8	3.2	-6.5	95.6	131.3	1.0	0.4	10.5	101.0
62	C=CCNC(=S)NCc1ccccc1	1.3	0.7	-3.3	91.4	98.9	0.0	4.3	0.7	74.4
63	Cc1noc(C)c1NC(=O)NC(c1ccccc1)c1ccccc1	4.7	4.9	-1.5	105.6	109.3	0.0	2.5	-0.9	97.2

High-throughput results (PubChem BioAssay)
